# B2AR arrestin – beta2AR (human) beta-arrestin recruitment activity | Potency, µM (top dose mostly 46.1 µM), without a hit: at the highest dose activation, usual class: activators | P07550 | beta-arrestin recruitment to beta2AR, cell-based reporter | 0.02% of 330,000 active;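 note: potency is the fitted concentration of half-maximal effect; 0% = DMSO controls and full agonism = EC100 isoproterenol or metaproterenol; nearly all actives have a fitted effect of over 65% in size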
# GALK inh – blocks human galactokinase activity; Purified GALK, Kinase-Glo residual ATP luminescence; Potency, µM (top dose mostly 57.5 µM), without a hit: at the top dose activity change, negative = inhibition, usual class: inhibitors; AID 1868; P51570; 0.007% of 270,000 active; note: potency is the fitted concentration of half-maximal effect; % is set by controls: 0 for no effect and ±100 for the full control effect
#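 Luminescence from leftover ATP (Ultra-Glo luciferase/luciferin) served as read-out after a 1 h room-temperature reaction of 5 nM GALK with 35 uM ATP and 100 uM galactose.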
# Coupling enz – coupling enzyme interference in Giardia aldolase counter-screen. activity change, negative = inhibition, % at 58.2 µM, hits read low. 0.67% of 290,000 active. coupling enzyme system counterscreen, AmpLite Red fluorescence; in the data active = activity change below about -30%; note: % is set by controls: 0 for no effect and ±100 for the full control effect
#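 Compounds tested against the coupling enzymes alone at 57.5 uM final; readout was AmpLite Red fluorescence (525/598 nm) after 20 min at RT.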
# Menin-MLL TR inh – menin-MLL binding inhibition, Texas Red mutant peptide; O00255; Menin + Texas Red MLL mutant peptide, fluorescence polarization; Potency, µM (series often up to 61.6 µM), for inactives: top-dose FP activity change, negative = inhibition, hits mostly inhibitors; 0.23% of 270,000 active; active = well fitted inhibition curve with a large enough effect in the polarisation, with a control signal flat, not every such curve was filed as active; inconclusive = small, poorly fitted or top-dose-only effect, or effect the other way, or a change in a side signal; inactive = no such curve, though single readings can be large or run the other way; the % refers to the polarisation; note: potency is the fitted concentration of half-maximal effect; % of control where 0% means no effect; many of its hits are not listed in these tables
# BCR signal inh – inhibitors of chronic active B-cell receptor signaling; ABC-DLBCL IkBa-CBG/CBR reporter, luminescence ratio, 4 h; Potency, µM (series often up to 46.1 µM), inactives show at the top dose ratio change, negative = lower green/red ratio, hits mostly inhibitors; 0.05% of 340,000 active; AID 493014; active = well fitted inhibition curve with a large enough effect in the signal ratio, with a control signal flat, not every such curve was filed as active; inconclusive = small, poorly fitted or top-dose-only effect, or effect the other way, or a change in a side signal; the % refers to the signal ratio;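 note: potency is the fitted concentration of half-maximal effect; plate controls were basal doxycycline-induced cells for no effect and cells given 10 µM MG132 for full effect; MG132 reads +100%, hits lower the ratio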
#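 TMD8 ABC-DLBCL cells carrying doxycycline-inducible green luciferase fused to IkappaBalpha plus unfused red luciferase were exposed to compounds (up to 46 uM) for 4 hrs at 37C. Activity came from the overlap-corrected green/red luminescence ratio.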
# Tb PFK block – T. brucei PFK enzyme inhibition; O15648; T. brucei PFK, ADP-Glo luminescence; Potency, µM (top dose mostly 57.5 µM), for the others: at the highest dose activity, negative = inhibition, most hits filed as inhibitors; 0.17% of 330,000 active; AID 485367;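 note: potency is the fitted concentration of half-maximal effect; 0% = uninhibited 1x PFK enzyme wells and -100% = no-enzyme wells; nearly all actives have a fitted effect of over 60% in size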
#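 1.25 nM PFK with 0.5 mM F6P and 0.1 mM ATP in 0.1 M TEA pH 8.0, 5 mM MgCl2, incubated 45 min at room temperature; ADP measured by ADP-Glo luminescence; compounds titrated up to 57 uM.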
# PKM2 activator – PKM2 (human) enzyme activation; P14618; Potency, µM (series often up to 57.5 µM), for inactives: top-dose activation, usual class: activators; 0.34% of 260,000 active; purified PKM2, Kinase-Glo ATP luminescence, activation; response scale: 0% is enzyme alone, no compound; note: potency is the fitted concentration of half-maximal effect; % is set by controls: 0 for no effect and ±100 for the full control effect; nearly all actives have a fitted effect of over 55% in size
# Target sequence (P14618 whole entry, looked up): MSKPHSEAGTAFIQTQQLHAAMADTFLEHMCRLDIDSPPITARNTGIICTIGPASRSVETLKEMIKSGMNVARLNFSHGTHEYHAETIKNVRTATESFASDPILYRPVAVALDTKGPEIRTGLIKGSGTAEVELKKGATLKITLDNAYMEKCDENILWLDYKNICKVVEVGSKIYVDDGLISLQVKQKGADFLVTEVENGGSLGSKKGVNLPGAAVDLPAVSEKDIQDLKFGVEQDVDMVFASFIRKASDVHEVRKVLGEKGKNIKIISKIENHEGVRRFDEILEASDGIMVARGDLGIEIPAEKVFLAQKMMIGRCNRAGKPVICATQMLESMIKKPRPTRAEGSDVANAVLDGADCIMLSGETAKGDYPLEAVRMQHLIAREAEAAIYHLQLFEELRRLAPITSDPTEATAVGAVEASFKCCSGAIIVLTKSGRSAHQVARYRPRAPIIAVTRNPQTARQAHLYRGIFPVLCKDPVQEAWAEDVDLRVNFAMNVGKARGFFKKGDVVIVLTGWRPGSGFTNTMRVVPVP
#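 ATP formation by purified human PK-M2, quantified via coupled luciferase luminescence after 1 h at room temperature with 0.1 mM ADP and 0.5 mM PEP final.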
# PTAP TSG101 blk – blocks PTAP/TSG101 interaction to inhibit HIV-1 budding; Fluorescence polarization, FITC-PTAP peptide / Tsg101 binding; Potency, µM (series often up to 115 µM), without a hit: top-dose activity change, negative = inhibition, most hits filed as inhibitors; 340,000 tested, under 10 active; active = well fitted inhibition curve with a large enough effect in the main read-out, with a control signal flat, not every such curve was filed as active; inconclusive = small, poorly fitted or top-dose-only effect, or effect the other way, or a change in a side signal; inactive = no such curve, though single readings can be large or run the other way; note: potency is the fitted concentration of half-maximal effect; % of control where 0% means no effect
# Target sequence (Q99816 whole entry, looked up): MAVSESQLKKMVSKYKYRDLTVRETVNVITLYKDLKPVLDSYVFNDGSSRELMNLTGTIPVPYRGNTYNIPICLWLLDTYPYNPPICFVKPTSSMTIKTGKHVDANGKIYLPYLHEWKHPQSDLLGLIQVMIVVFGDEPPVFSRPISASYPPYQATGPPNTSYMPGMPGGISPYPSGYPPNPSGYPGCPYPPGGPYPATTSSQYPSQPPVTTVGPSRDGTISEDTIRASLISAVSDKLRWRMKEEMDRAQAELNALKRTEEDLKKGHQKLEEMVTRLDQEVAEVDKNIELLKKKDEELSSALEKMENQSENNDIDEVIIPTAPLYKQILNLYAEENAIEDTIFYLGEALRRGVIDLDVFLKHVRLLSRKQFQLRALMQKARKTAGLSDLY
#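 Tsg101 binding domain (10 uM final) was mixed with compound and a FITC-labeled PTAP peptide (50 nM final) in HEPES pH 7.5 buffer with NaCl, Tween 20, EDTA and TCEP; fluorescence polarization was read after 20 min at r.t.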
# Giardia killer – Giardia lamblia killing | Giardia lamblia trophozoite viability | activity change, % at 7.66 µM, hits read low | 0.15% of 340,000 active; in the data active = activity change below about -80%; inconclusive = between about -30% and that limit;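 note: parasites exposed to compound for two days anaerobically before the ATP read; % is set by controls: 0 for no effect and ±100 for the full control effect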
#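 Media and compound were dispensed first, then trophozoites at 100 cells/well; plates sat 48 hrs at 37 deg C without oxygen before ATP luminescence reagent was added and read after 15-30 min at room temperature.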
# a7 integrin act – activators of alpha7 integrin expression for muscular dystrophy; alpha7betagal myoblasts, beta-gal FDG fluorescence, 48 h; Potency, µM (titrated, usually from 38.3 µM), without a hit: at the top dose activation, usual class: activators; 0.064% of 350,000 active; AID 624291;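 note: potency is the fitted concentration of half-maximal effect; 100% = response of the positive control SU9516; nearly all actives have a fitted effect of over 60% in size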
#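 Alpha7betagal+/- myoblasts (passage 13) were plated 16-24 hr, then exposed to compounds (1:260 dilution of DMSO stock) for 48 hours at 37C. After MPER lysis, β-galactosidase reporter activity was read as FDG fluorescence (ex 480/em 540) after 30 minutes.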
# S-ASM inh – human S-ASM enzyme inhibition | placental ASM, HMU-PC fluorogenic substrate, 60 min | Potency, µM (titrated, usually from 57.5 µM), without a hit: at the top dose activity change, negative = inhibition, most hits filed as inhibitors | 0.006% of 340,000 active; note: potency is the fitted concentration of half-maximal effect
#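 qHTS format. ASM enzyme prepared from human placenta hydrolyses the fluorogenic substrate HMU-PC0 (9 uM final) over 60 min at 37 °C after a 10 min compound preincubation.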
# Numbers without * were called inactive; ? = inconclusive; / = not tested or not shown; [ ] = dose if it differs, or a comment. Unless noted, calls come from the whole dose curve; as a rule, active = well fitted curve in the direction sought with a large enough effect; inconclusive = small, poorly fitted or top-dose-only effect, or another doubt; inactive = no such curve, though single readings can be large; an effect the other way counts as inactive or inconclusive. Not all compounds are listed; the hit share may differ from the screen's.
SMILES,B2AR arrestin,GALK inh,Coupling enz,Menin-MLL TR inh,BCR signal inh,Tb PFK block,PKM2 activator,PTAP TSG101 blk,Giardia killer,a7 integrin act,S-ASM inh
CCCCN(Cc1ccccc1)S(=O)(=O)c1ccc2c(c1)n(C)c(=O)c(=O)n2C,-0.7%,-1%,1,/,4%,7%,-6%,-1%,-6,-36%,-2%
CCN(CC)CC#CCC(C)(c1ccccc1)c1ccccc1,-3.4%,/,1,?,0%,3%,-3%,-9%,4,0%,5%
O=[N+]([O-])c1ccc(S(=O)(=O)N(CC(O)CN2CCCCC2)c2ccccc2)cc1 (stereo not drawn),-0.1%,-1%,0,/,-4%,12%,/,0%,6,0%,-3%
Cc1ccc(C)c(NC(=O)CN(C)C(=O)Cc2coc3cc(C)c(C)cc23)c1,-0.3%,/,/,/,-1%,0%,/,-1%,7,0%,-3%
Cc1cccc(C(=O)Nc2ccc(C(=O)N3CCCCC3C)cc2)c1 (stereo not drawn),0.2%,-6%,1,-12%,?,2%,-1%,/,-9,-22%,1%
CC(C)(C)C1CCc2c(sc(NC(=O)C3CCCO3)c2C(N)=O)C1 (stereo not drawn),-0.5%,2%,/,-1%,-2%,-9%,-2%,1%,1,-30%,0%
COc1ccc2[nH]c(=O)c(CN(CC3CCCO3)S(=O)(=O)c3ccccc3)cc2c1 (stereo not drawn),-0.8%,4%,3,-15%,-5%,-5%,0%,1%,12,3%,50%[activator]
O=C(NCCNc1ccc([N+](=O)[O-])cc1)c1ccco1,-0.7%,1%,2,0%,15%,-19%,-5%,-6%,9,5%,-10%
NC(N)=NN=C1CCCCCCCCCCC1,-0.4%,-6%,2,/,?,2%,0%,-1%,29,-49%,-2%
Cc1cccn2c(CN(C)CCC3CCCCO3)c(C(=O)N3CCCCC3)nc12 (stereo not drawn),-0.5%,0%,0,?,-15%,-2%,-4%,-2%,6,-7%,4%
COc1ccc(CCNC(=O)CSc2nncn2N)cc1OC,-0.3%,2%,1,23%,1%,-9%,-3%,-1%,1,-33%,-1%
Cc1ccc(C(=O)C(NC(=O)c2ccco2)N2CCOCC2)cc1 (stereo not drawn),0.3%,1%,-3,-8%,?,1%,-8%,-5%,3,-8%,2%
Cc1cc(C(=O)NNC(=O)c2ccc(Cl)c(S(N)(=O)=O)c2)c(C)o1,-0.4%,/,/,/,2%,0%,/,-2%,-10,-22%,4%
CCCc1nn(-c2cc(Cl)ccc2OC)c2c1C(=O)CCC2,-0.1%,1%,-2,-1%,-2%,3%,-4%,-12%,2,-7%,1%
O=c1c2c3c(sc2nc2n1CCCS2)CCCC3,-0.5%,2%,4,4%,-3%,-3%,5%,-5%,6,-18%,-1%
COc1ccc(C(C)NC(=O)c2ccoc2C)cc1OC (stereo not drawn),0.2%,4%,-1,-3%,?,1%,-2%,/,13,1%,2%
COc1cccc(NC(=O)CSc2nnc(CNC(=O)c3ccccc3F)o2)c1,0.5%,-4%,/,/,2%,2%,/,-6%,-7,27%,2%
CC(=O)N1CCOc2ccc(S(=O)(=O)NCc3ccc(C)cc3)cc21,0.3%,0%,-1,-6%,-2%,1%,-13%[0.46 µM],-4%,6,-10%,-3%
CC1CCCCC12NC(=O)N(Cc1cc(=O)n3ccsc3n1)C2=O (stereo not drawn),0.4%,0%,0,/,-1%,-6%,1%,0%,-28,13%,4%
COc1cc(/C=C2/NC(=O)N(Cc3ccccc3F)C2=O)ccc1Oc1ccc([N+](=O)[O-])cn1,0.5%,2%,3,14%,0%,-3%,0%,-5%,6,9%,-3%
CC(C)COc1ccc(C(=O)OC2CC(C)(C)OCC2CN(C)C)cc1 (stereo not drawn),2.7%,6%,4,-7%,-1%,-1%,-1%,-8%,25,-1%,4%
COc1cccc(CN2CCNC(=O)C2CC(=O)NC2CCCCC2)c1OC (stereo not drawn),-0.1%,0%,/,/,-8%,5%,/,5%,11,?,6%
Cc1ccc(NC(=O)C(OC(=O)c2ccc(C=O)cc2)c2ccccc2)cc1Cl (stereo not drawn),0.1%,-3%,1,/,?,0%,0%,-1%,16,-31%,-9%
COc1ccc(C(CNC(=O)COc2ccccc2)N2CCOCC2)cc1 (stereo not drawn),-0.2%,/,/,/,-7%,20%,/,-2%,2,-1%,0%
Cc1ccc2c(Cl)cc(Cl)c(OCC(=O)NCc3ccco3)c2n1,-0.2%,-2%,-21,?,-1%,-13%,14%,/,/,/,/

# Gathered by group: the compounds so far with a nitro group on carbon (3)
SMILES,B2AR arrestin,GALK inh,Coupling enz,Menin-MLL TR inh,BCR signal inh,Tb PFK block,PKM2 activator,PTAP TSG101 blk,Giardia killer,a7 integrin act,S-ASM inh
O=[N+]([O-])c1ccc(S(=O)(=O)N(CC(O)CN2CCCCC2)c2ccccc2)cc1 (stereo not drawn),-0.1%,-1%,0,/,-4%,12%,/,0%,6,0%,-3%
O=C(NCCNc1ccc([N+](=O)[O-])cc1)c1ccco1,-0.7%,1%,2,0%,15%,-19%,-5%,-6%,9,5%,-10%
COc1cc(/C=C2/NC(=O)N(Cc3ccccc3F)C2=O)ccc1Oc1ccc([N+](=O)[O-])cn1,0.5%,2%,3,14%,0%,-3%,0%,-5%,6,9%,-3%

# Continuation:
SMILES,B2AR arrestin,GALK inh,Coupling enz,Menin-MLL TR inh,BCR signal inh,Tb PFK block,PKM2 activator,PTAP TSG101 blk,Giardia killer,a7 integrin act,S-ASM inh
CSCC[C@H](NC(=O)OC(C)(C)C)c1nnc(SCC=C(C)C)o1,-0.3%,2%,-4,?,-1%,1%,0%,-7%,-4,-15%,1%
CC1=C(C(N)=O)C(c2ccc(F)cc2)n2nc(CCCO)nc2N1 (stereo not drawn),0.2%,/,0,-3%,2%,-8%,/,-3%,6,4%,3%
Cc1ccc(C)c(CSC2=NCCN2C(=O)Cc2ccc([N+](=O)[O-])cc2)c1,-0.7%,-2%,-1,?,?,0%,2%,-2%,-2,9%,-1%
COc1ccc(CCNC(=O)N2CCOCC2)cc1,-0.5%,1%,-3,-3%,-11%,2%,-5%,-8%,5,6%,3%
CCOCCCn1c(=N)c(S(=O)(=O)c2ccccc2)cc2c(=O)n3cc(C)ccc3nc21,-0.2%,-1%,1,-2%,-5%,-1%,5%,-4%,13,-9%,21%
CCOC(=O)c1ccc(Nc2nc(N)c3cc(OC)c(OC)cc3n2)cc1,-0.2%,/,-1,?,?,-3%,/,-1%,?,-64%[inhibitor],5%
CCCc1nc(SCC(=O)Nc2ccc(S(=O)(=O)N(C)C)cc2)c2ccccc2n1,-0.2%,0%,-2,12%,-1%,1%,-18%,-2%,0,-52%[inhibitor],4%
CCOC(=O)C1=C(CC)Nc2ccccc2N=C1NC(=O)c1cccc(S(=O)(=O)N2CCCC2)c1,-0.4%,13%,0,-2%,1%,-1%,-4%,1%,5,0%,1%
Cc1ccc(S(=O)(=O)c2nc(NCCN(C)C)sc2Cl)cc1,-0.6%,0%,1,-4%,?,4%,-11%,-11%,-1,-6%,1%
CC(NC(=O)CSC1=NCCS1)c1ccccc1 (stereo not drawn),-0.7%,1%,5,15%,-1%,3%,?,-2%,-5,-23%,-2%
CCCCn1c(SCC(=O)N2CCN(c3ccccc3)CC2)nc2ccsc2c1=O,-0.5%,0%,3,-22%,?,5%,9%,/,5,-35%,-2%
Cc1ccccc1-c1cc(C(=O)NCc2cccc(C(F)(F)F)c2)n(CC2CC(c3cccnc3)=NO2)n1 (stereo not drawn),0.1%,/,/,/,2%,-8%,/,-10%,5,12%,-21%
CCCNS(=O)(=O)c1cc(CN2C(=O)c3cccnc3C2=O)ccc1OC,-0.3%,/,3,-22%,?,-2%,/,-4%,-18,18%,1%
CC(=O)c1cccc(NC(=O)NCc2cccs2)c1,0.1%,2%,0,5%,0%,-9%,9%,1%,-12,1%,0%

# Laid out differently: entries from further up.
canonical_smiles	B2AR arrestin	GALK inh	Coupling enz	Menin-MLL TR inh	BCR signal inh	Tb PFK block	PKM2 activator	PTAP TSG101 blk	Giardia killer	a7 integrin act	S-ASM inh
Cc1ccc(S(=O)(=O)c2nc(NCCN(C)C)sc2Cl)cc1	-0.6%	0%	1	-4%	?	4%	-11%	-11%	-1	-6%	1%
CCOC(=O)c1ccc(Nc2nc(N)c3cc(OC)c(OC)cc3n2)cc1	-0.2%	/	-1	?	?	-3%	/	-1%	?	-64%[inhibitor]	5%
CSCC[C@H](NC(=O)OC(C)(C)C)c1nnc(SCC=C(C)C)o1	-0.3%	2%	-4	?	-1%	1%	0%	-7%	-4	-15%	1%

# Screens: PubChem, National Center for Advancing Translational Sciences (NCATS)
